SRC1 TRFRET art – counter-screen for PPARgamma SRC-1 recruitment agonists: TR-FRET artefact; TR-FRET detection artefact counter-screen, emission ratio; active compounds read high; TR-FRET ratio at 8 µM; 0.34% of 99,000 active; AID 1051; in the data active = TR-FRET ratio above about 2300; note: inactives centre near 1800; reference of the scale not given here
SRC3 TRFRET art – TR-FRET artefact, counter-screen to PPARgamma/SRC-3 agonist assay; 0.39% of 99,000 active; TR-FRET ratio at 8 µM; PPARgamma/SRC-3 format; active compounds read high; in the data active = TR-FRET ratio above about 2000; note: inactives centre near 1600; reference of the scale not given here
* marks the source's active call; other numbers are inactive results. Not all compounds are listed. The share of hits here may be higher or lower than overall.

molecule | SRC1 TRFRET art | SRC3 TRFRET art
CN1CCN(C(=O)CNc2ccc(C(F)(F)F)cc2[N+](=O)[O-])CC1 | 1773 | 1534
O=C1c2ccc(Br)cc2C(=O)N1c1ccc(Cc2ccncc2)cc1 | 1855 | 1517
CCc1ccc(-c2nc(CS(=O)CC(=O)NCc3cccnc3)c(C)o2)cc1 (stereo not drawn) | 1872 | 1752
CCc1ccc(S(=O)(=O)c2nnn3c2nc(NCCNC(C)=O)c2ccccc23)cc1 | 2041 | 1768
O=C(NCc1n[nH]c(=S)n1-c1ccc(Br)cc1)c1ccc(S(=O)(=O)N2CCOCC2)cc1 | 1728 | 1445
O=C(O)CCC(=O)N1N=C(c2c(-c3ccccc3)c3cc(Cl)ccc3[nH]c2=O)CC1c1ccco1 (stereo not drawn) | 1845 | 1511
CCc1ccc(-c2cc(C(=O)NN3CCN(C)CC3)c3ccccc3n2)cc1 | 1762 | 1549
CCOC(=O)NC(Nc1cc(C)on1)(C(F)(F)F)C(F)(F)F | 2082 | 1743
COC(=O)Nc1cc([N+](=O)[O-])ccc1OC | 1830 | 1716
C/C(=N\NC(=O)c1ccc([N+](=O)[O-])c(C)c1)c1ccccc1Cl | 1957 | 1545
CCN(CC)CCNC(=O)C1CCCCN1S(=O)(=O)c1cccc([N+](=O)[O-])c1 (stereo not drawn) | 1836 | 1462
O=C(NCCOc1ccccc1Cl)c1ncn[nH]1 | 1903 | 1572
O=C(Nc1ncccn1)c1ccc([N+](=O)[O-])cc1 | 1714 | 1411
CC1=C(C)CC(C(=O)N2CCN(C/C=C/c3ccccc3)CC2)C(C(=O)O)C1 (stereo not drawn) | 1893 | 1540
O=C(Nc1ccc(Br)cc1Cl)N1CCOCC1 | 1836 | 1661
O=C(c1cc2c(=O)n3ccccc3nc2s1)N1CCc2ccccc2C1 | 1809 | 1775
Cc1cccc(NC(=O)COC(=O)c2ccc([N+](=O)[O-])o2)c1C | 1555 | 1672
O=C(N/N=C/c1ccc2c(c1)OCO2)C(=O)Nc1ccc2ccccc2c1 | 1635 | 1516
Cc1ccc(OCCN2C(=O)C(=O)c3cc(C)ccc32)cc1 | 1879 | 1647
CCOc1ccc(-n2c(SCC(=O)N3CCc4ccccc43)nnc2-c2c[nH]c3ccccc23)cc1 | 1356 | 1609
CCCN1Cc2cccc(C(=O)Nc3ccc(-c4nc5ccccc5[nH]4)cc3)c2C1=O | 1871 | 1728
COc1ccccc1NC(=S)N1CCN(C/C=C/c2ccccc2)CC1 | 1363 | 1668
COc1ccccc1NC(=S)NC(=O)C1CC1 | 1720 | 1484
CCn1c(CSCc2ccc(Cl)cc2)nnc1SCC(=O)Nc1cccc(C(=O)O)c1 | 1958 | 1551
COC(Cn1cc(C)c(=O)[nH]c1=O)OC | 1789 | 1537
CCc1ccc(NC(=O)CSCc2nc(N)nc(Nc3ccccc3CC)n2)cc1 | 1695 | 1392
CC(Sc1nnnn1C)C(=O)NC1CCCc2ccccc21 (stereo not drawn) | 1548 | 1735
NCCn1c(-c2ccccc2)cc(C(=O)O)c1-c1ccccc1F | 1431 | 1534
COC(=O)CSc1nc(-c2ccccc2)nc2ccccc12 | 1838 | 1708
Cc1ccc2nc(N3CCN(c4ccccc4F)CC3)c(C=O)c(=O)n2c1 | 1550 | 1656

Sorted by length of the SMILES (largest number first): some entries from above.
molecule | SRC1 TRFRET art | SRC3 TRFRET art
CCCN1Cc2cccc(C(=O)Nc3ccc(-c4nc5ccccc5[nH]4)cc3)c2C1=O | 1871 | 1728
CCn1c(CSCc2ccc(Cl)cc2)nnc1SCC(=O)Nc1cccc(C(=O)O)c1 | 1958 | 1551
COc1ccccc1NC(=S)N1CCN(C/C=C/c2ccccc2)CC1 | 1363 | 1668
NCCn1c(-c2ccccc2)cc(C(=O)O)c1-c1ccccc1F | 1431 | 1534

More structures follow:
molecule | SRC1 TRFRET art | SRC3 TRFRET art
COc1ccc(-n2cc(-c3ccccc3)c3c(NN4CCOCC4)ncnc32)cc1 | 1652 | 1556
COc1ccccc1/C=N/NC(=O)CC(=O)NC1CCCCC1 | 1819 | 1709
CCOC(CNC(=O)Cc1c(C)nc2c(-c3ccccc3)c(C)nn2c1C)OCC | 1774 | 1690
CCc1ccc(-c2csc(NC(=O)c3cccnc3)n2)cc1 | 1892 | 1598
OC(c1ccccc1)(c1ccccc1)C1CCN(C(=S)NC2CCCC2)CC1 | 1794 | 1456
Cc1ccccc1CSc1nc2ccccc2c(=O)[nH]1 | 1877 | 1639
O=C(NNC(=S)NC(=O)c1cccs1)c1cccnc1 | 1694 | 1454
Cc1ccc(NC(=O)C2Cc3ccccc3CN2C(=O)c2ccccc2)cc1Cl (stereo not drawn) | 1783 | 1314
Cc1ccc2cc(CN(CC3CCCO3)C(=S)Nc3ccccc3)c(=O)[nH]c2c1 (stereo not drawn) | 1696 | 1422
Cc1ccc(Nc2nnc(SCC(=O)Nc3ccccc3[N+](=O)[O-])s2)cc1 | 1857 | 1621
Cc1ccc(-c2nc(C(=O)O)cs2)cc1 | 2009 | 1538
COc1cc(CNCc2ccc(OC)c(OC)c2OC)cc(OC)c1 | 1929 | 1639
CC(=O)c1ccc(OC(C)C)c(Cc2c(O)nc(N)[nH]c2=O)c1 | 1889 | 1529
C/C(=N\Nc1ccc([N+](=O)[O-])cc1)c1ccc(O)cc1 | 1836 | 1605
CCOC(=O)c1c(NC(=O)/C=C/C(=O)O)sc(C)c1-c1ccc(C(C)(C)C)cc1 | 1803 | 1661
CCOC(=O)c1cnc2ccc(C(=O)OC)cc2c1Nc1ccc(C(=O)O)cc1 | 1759 | 1412
CCC(NC(=O)NCc1ccccc1)(C(F)(F)F)C(F)(F)F | 1701 | 1482
Cn1c(COc2cccc3cccnc23)nnc1SCC(=O)O | 1966 | 1914
COc1ccc(OC)c(CN2CCCC(CCC(=O)N(C)CCc3ccccn3)C2)c1 (stereo not drawn) | 1887 | 1547
Cn1nnnc1SCC(=O)Nc1ccc2c(c1)OCO2 | 1902 | 1677
C=C(C)CNC(=O)CCc1nnc(C2(c3ccc(Cl)cc3)CCC2)o1 | 1934 | 1568
CCCNC(=O)c1ccccc1NC(=O)CN(c1ccccc1)S(=O)(=O)N(C)C | 1950 | 1695
COc1cc(/C=C(/NC(=O)c2ccc(Cl)cc2Cl)C(=O)O)cc(OC)c1OC | 1866 | 1371
O=C(O)c1cc(-c2ccc(N3CCOCC3)cc2)nn1-c1ccc(F)cc1 | 1829 | 1794
Cn1c(N)c(C(=O)COC(=O)C2CCCN2C(=O)c2cccs2)c(=O)n(C)c1=O (stereo not drawn) | 1598 | 1573
CC(=O)OCCCNc1cc(Sc2ccc(C)cc2)c2nonc2c1[N+](=O)[O-] | 1836 | 1621
CN1CCC2(CC1)Nc1nc(SCc3ccc(Cl)cc3)nn1C1=C2CN(C)CC1 | 1606 | 1498
COc1ccc(-c2csc(N(CC3CCCO3)C(=O)c3ccccc3)n2)cc1 (stereo not drawn) | 1938 | 1561
CC(C)=NNc1nc2c(c(=O)n(C)c(=O)n2C)n1CCc1ccccc1 | 1791 | 1602
CC1(C)Cc2c(c(=S)nc(-c3ccccc3)n2CCCN2CCOCC2)CO1 | 1399 | 1713
CO/N=C/CC(=O)c1ccc(OC)cc1 | 1801 | 1569
CC(=O)c1ccc(NC(=S)NCc2ccc(Cl)cc2Cl)cc1 | 1725 | 1359
COc1ccc(C(Nc2ccc(S(=O)(=O)NCC3CCCO3)cc2)C(=O)NC(C)(C)C)cc1OC (stereo not drawn) | 1866 | 1680
C/C(CC(=O)N(C(C)C)C(C)C)=N\NC(=O)COc1ccc(Cl)cc1Cl | 2227 | 1556
CCCN(CC(=O)Nc1ccc(C(C)=O)cc1)CC(=O)Nc1ccccc1C | 1625 | 1724
COc1ccc(CCn2c(C)cc3c(c2=O)C(c2ccc4c(c2)OCO4)C(C#N)=C(N)O3)cc1OC (stereo not drawn) | 1607 | 1330
CC(=O)N/C(=C\c1ccccc1)C(=O)NCc1ccc2c(c1)OCO2 | 1676 | 1651
O=C(NC(c1ccccc1)C(Cl)Cl)c1ccccc1 (stereo not drawn) | 1824 | 1516
O=C(O)COc1ccccc1/C=C1\SC(=O)N(Cc2ccc(F)cc2)C1=O | 1775 | 1632
COc1ccc(OC)c(/C=N/Nc2nncn2/N=C/c2cc(OC)ccc2OC)c1 | 1823 | 1718
Cc1ccc(-n2c(C)nc3ncnc(-c4ccccc4)c32)cc1 | 1394 | 1389
Cc1[nH]n(-c2ccccc2)c(=O)c1C=Nc1cccc2cccnc12 | 1847 | 1468
COc1ccc(/C=C(\C#N)c2n[nH]c(Cn3cncn3)n2)cc1 | 1878 | 1689
COc1ccc(CCN2C(=O)CC(N3CCN(S(=O)(=O)c4ccccc4)CC3)C2=O)cc1OC (stereo not drawn) | 1791 | 1388
O=C(C(=C1NCCN1)n1cncn1)c1ccccc1 | 1748 | 1381

The list goes on, starting with the last 5 of the part before.
molecule | SRC1 TRFRET art | SRC3 TRFRET art
Cc1ccc(-n2c(C)nc3ncnc(-c4ccccc4)c32)cc1 | 1394 | 1389
Cc1[nH]n(-c2ccccc2)c(=O)c1C=Nc1cccc2cccnc12 | 1847 | 1468
COc1ccc(/C=C(\C#N)c2n[nH]c(Cn3cncn3)n2)cc1 | 1878 | 1689
COc1ccc(CCN2C(=O)CC(N3CCN(S(=O)(=O)c4ccccc4)CC3)C2=O)cc1OC (stereo not drawn) | 1791 | 1388
O=C(C(=C1NCCN1)n1cncn1)c1ccccc1 | 1748 | 1381
COc1ccccc1N1CCN(C(=O)COc2ccc(Cl)cc2)CC1 | 2224 | 1577
COc1ccc(OC)c(NC(=O)c2ccc3nc(-c4ccccc4)c(-c4ccccc4)nc3c2)c1 | 1793 | 1556
O=C(CNC(=O)c1ccc(F)cc1)N/N=C/c1cn[nH]c1-c1ccccc1 | 1623 | 1425
O=C(CCC(=O)c1cccs1)NCc1cccnc1 | 1914 | 1574
Cc1ccc(Nc2nnc(SCC(=O)Nc3ncc(C(F)(F)F)cc3Cl)s2)cc1 | 2203 | 1824
CCOc1cccc(C(=O)NC(=S)NCc2cccnc2)c1 | 1726 | 1738
Cc1ccn(CCC(=O)N2CCCC(CCC(=O)NCc3ccc(F)c(F)c3)C2)n1 (stereo not drawn) | 1706 | 1271
Cc1ccc(C(=O)N/N=C\c2ccc([N+](=O)[O-])s2)cn1 | 1731 | 1570
CCC1S/C(=N/N=C/c2ccco2)N(c2ccc(F)cc2)C1=O (stereo not drawn) | 1688 | 1657
O=C(NCc1cccs1)c1ccc([N+](=O)[O-])cc1Cl | 1664 | 1547
Cc1cccc(OCC(=O)Nc2cccc(C(=O)NCC(C)C)c2)c1 | 2080 | 1772
N=c1c(C(=O)NCc2ccc(F)cc2)cc2c(=O)n3ccccc3nc2n1Cc1ccco1 | 2180 | 1473
Cc1cccc2c(N=Nc3ccc(S(=O)(=O)Nc4cccc(Cl)c4)cc3[N+](=O)[O-])c(O)[nH]c12 | 1714 | 1491
Cc1cccc(C)c1NC(=O)Cn1nnnc1N | 1721 | 1553
Cc1ccc(NC(=O)CSc2nnc(Cc3ccccc3)o2)cc1 | 2076 | 1797
Cn1c(NC(=O)c2ccc(S(=O)(=O)N3CCOCC3)cc2)cc(=O)n(C)c1=O | 1570 | 1552
O=C(O)COc1ccccc1/C=N/Nc1ccc(S(=O)(=O)N2CCOCC2)cc1[N+](=O)[O-] | 1840 | 1399
Cc1nc(-c2ccccc2)sc1-c1ccnn1C | 1885 | 1438
CCOC(=O)N1CCC(N(CCN(C)C)C(=S)Nc2cc(Cl)cc(Cl)c2)CC1 | 1667 | 1612
CCOC(=O)C1(C)NC(c2ccco2)C2C(=O)N(CC)C(=O)C21 (stereo not drawn) | 1948 | 1665
CNc1nc(SC)nc2ccccc12 | 1443 | 1358
CCO[C@H]1OC(C(=O)NCc2nc3ccccc3[nH]2)=C[C@@H](c2csc3ccccc23)[C@@H]1CCCO | 1849 | 1364
Cc1c(Cc2ccc3c(c2)OCO3)sc(NC(=O)c2ccccc2)c1C(N)=O | 1895 | 1614
O=C(COC(=O)c1ccc2[nH]c3c(c2c1)CCCC3)Nc1ccccc1Cl | 1978 | 1627
COCCCNc1c2c(nc3nnnn13)CCCC2 | 1745 | 1471
COc1ccc(Nc2nnc(-c3ccccc3)c3ccccc23)cc1C(=O)N1CCCCC1 | 1617 | 1514
OC(CCN1CCCC1)(c1ccccc1)C1CCCCC1 (stereo not drawn) | 1642 | 1747
COc1ccccc1NS(=O)(=O)c1ccc(O)c(C(=O)OCc2cccc([N+](=O)[O-])c2)c1 | 1841 | 1575
O=C(COC(=O)c1cc[n+]([O-])cc1)NCCc1ccc(Cl)cc1Cl | 1907 | 1653
CCOc1ccc2[nH]c(=O)c(CN(CCN3CCCC3)C(=S)Nc3ccccc3OCC)cc2c1 | 1616 | 1493
O=C(Nc1ccc(-c2nc3cccnc3s2)cc1)C1CCCO1 (stereo not drawn) | 1986 | 1550
CC1=C(C(=O)OC(C)C)C(c2cncc(-c3ccc(F)cc3)c2)C(C#N)=C(N)O1 (stereo not drawn) | 1834 | 1638
Cc1cc(C)cc(OCC(=O)Nc2ccc(CN3CCCCC3)cc2)c1 | 1556 | 1362
O=C1COc2ccc(S(=O)(=O)Nc3ccc4c(c3)OCO4)cc2N1 | 2095 | 1569
CCOC(=O)C(C(=O)OCC)C(Nc1ccccc1)c1ccccc1 (stereo not drawn) | 2063 | 1705
O=C(NNc1nc(-c2ccc(Cl)cc2)cs1)c1ccco1 | 1985 | 1640
COc1ccc(CCN2C(=O)/C(=C\c3ccco3)SC2=S)cc1OC | 1738 | 1308
COc1cc(CC(=O)OCC(=O)N2CC(=O)Nc3ccccc32)cc(OC)c1OC | 1725 | 1375
CCCn1ncc(CN2CCC(N3CCC(C(=O)N4CCOCC4)CC3)CC2)c1C | 1751 | 1491
CCOC(=O)c1ccc(NC(=O)N2CCN(Cc3ccccc3)CC2)cc1 | 1486 | 1456
N#CCCn1cc(/C=N/NC(N)=S)c(-c2ccccc2)n1 | 1983 | 1546
COc1ccc(CCNC(=O)C2CCC(=O)N2CCc2ccccc2)cc1OC (stereo not drawn) | 1923 | 1671
CCN(CC)C(=O)CSc1nnc2sc3ccccc3n12 | 1695 | 1607
O=c1oc2ccc(Br)cc2cc1S(=O)(=O)c1ccc(F)cc1 | 1849 | 1598
NCCSc1c(-c2ccccc2)[nH]c2ccccc12 | 1995 | 1561

From PubChem BioAssay
